Screening results from PubChem BioAssay.
Gal4-VP16 FLuc: VP16 counterscreen qHTS for inhibitors of ROR gamma transcriptional activity | Drosophila S2 Gal4-VP16 UAS-luciferase, luminescence, 20 h | Potency, µM (highest dose often 53.6 µM), for the others: at the top dose activity, negative = inhibition, hits mostly inhibitors | 310,000 compounds, 3.5% hits;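 note: Gal4-VP16 expression switched on by copper sulfate through the metallothionein promoter; potency is the fitted concentration of half-maximal effect; % is set by controls: 0 for no effect and ±100 for the full control effect; nearly all actives have a fitted effect of over 50% in size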
Mito fusion yeast: qHTS Assay for Small Molecule Inhibitors of Mitochondrial Division or Activators of Mitochondrial Fusion. AID 485298, 2010. 320,000 compounds, 0.23% hits. S. cerevisiae fusion-defective mutant growth rescue, CellTiterGlo 48 h. Potency, µM (doses to about 46.1 µM), for inactives: top-dose growth rescue (activation), usual class: activators;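 note: potency is the fitted concentration of half-maximal effect; % of control where 0% means no effect; nearly all actives have a fitted effect of over 45% in size; temperature-sensitive fusion mutants such as fzo1-1 at 37 °C on non-fermentable ethanol glycerol medium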
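Temperature-sensitive fusion-defective S. cerevisiae (e.g. fzo1-1, mgm1-5) were grown with compound in YPEG medium (3% ethanol, 3% glycerol) for 48 hours at 37C. Growth rescue was measured as viability by CellTiterGlo luminescence after 10 minutes at ambient.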
PKM2 activator: qHTS Assay for Activators of Human Muscle isoform 2 Pyruvate Kinase | purified PKM2, Kinase-Glo ATP luminescence, activation; response scale: 0% is enzyme alone, no compound | Pyruvate kinase PKM (Homo sapiens), P14618 | Potency, µM (series often up to 57.5 µM), for inactives: top-dose activation, hits mostly activators | AID 1631, 2009 | 260,000 compounds, 0.34% hits; note: potency is the fitted concentration of half-maximal effect; % is set by controls: 0 for no effect and ±100 for the full control effect; nearly all actives have a fitted effect of over 55% in size
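ATP formation by purified human PK-M2, quantified via coupled luciferase luminescence after 1 h at room temperature with 0.1 mM ADP and 0.5 mM PEP final.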
Menin MLL FP TR: qHTS Assay for Inhibitors Targeting the Menin-MLL Interaction in MLL Related Leukemias: Competition With Texas Red Labeled MLL-derived Mutant Peptide; Menin + Texas Red MLL mutant peptide, fluorescence polarization; Potency, µM (doses to about 61.6 µM), for the others: top-dose FP activity change, negative = inhibition, usual class: inhibitors; 270,000 compounds, 0.23% hits; active = well fitted inhibition curve with a large enough effect in the polarisation, with a control signal flat, not every such curve was filed as active; inconclusive = small, poorly fitted or top-dose-only effect, or effect the other way, or a change in a side signal; inactive = no such curve, though single readings can be large or run the other way; the % refers to the polarisation; note: potency is the fitted concentration of half-maximal effect; % of control where 0% means no effect; many of its hits are not listed in these tables
Target sequence (O00255 whole entry, looked up): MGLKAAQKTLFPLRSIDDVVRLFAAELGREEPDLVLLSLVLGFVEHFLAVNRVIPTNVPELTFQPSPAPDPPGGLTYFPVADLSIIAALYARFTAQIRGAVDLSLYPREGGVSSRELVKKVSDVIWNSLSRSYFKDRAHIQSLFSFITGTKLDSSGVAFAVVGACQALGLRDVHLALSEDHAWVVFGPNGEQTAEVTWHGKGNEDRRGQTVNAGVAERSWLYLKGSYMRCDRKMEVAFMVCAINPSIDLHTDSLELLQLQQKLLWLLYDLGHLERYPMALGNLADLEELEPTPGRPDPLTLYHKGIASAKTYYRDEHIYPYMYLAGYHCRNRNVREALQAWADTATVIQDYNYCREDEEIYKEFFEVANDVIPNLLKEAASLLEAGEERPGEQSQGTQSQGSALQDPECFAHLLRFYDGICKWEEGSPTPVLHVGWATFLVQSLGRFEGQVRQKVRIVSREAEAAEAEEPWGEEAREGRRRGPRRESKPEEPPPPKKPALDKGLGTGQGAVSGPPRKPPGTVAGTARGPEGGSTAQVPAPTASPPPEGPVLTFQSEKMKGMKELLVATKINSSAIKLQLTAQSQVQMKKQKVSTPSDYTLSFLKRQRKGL
Rab9 prom act: qHTS Assay for Rab9 Promoter Activators; Potency, µM (highest dose often 9.22 µM), without a hit: top-dose activation, negative = inhibition, usual class: activators; Huh7 Rab9 promoter-luciferase reporter, luminescence, 24 h; AID 485297, 2010; 320,000 compounds, 2.8% hits; note: potency is the fitted concentration of half-maximal effect; % of control where 0% means no effect; nearly all actives have a fitted effect of over 60% in size
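Measured in stably transfected Huh7 cells bearing a Rab9 promoter–luciferase construct: 24 h compound treatment at 37 °C, followed by luminescence detection.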
NPC1 promoter act: qHTS Assay for NPC1 Promoter Activators | 320,000 compounds, 2.4% hits | Potency, µM (titrated, usually from 9.22 µM), for inactives: at the top dose activation, most hits filed as activators | Huh7 NPC1 promoter luciferase reporter, 24 h;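 note: potency is the fitted concentration of half-maximal effect; % of control where 0% means no effect; nearly all actives have a fitted effect of over 60% in size; reporter is driven by a mutant NPC1 promoter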
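Huh7 reporter cells (NPC1 promoter driving luciferase) are dosed with compound for 24 h at 37 °C, 5% CO2; luciferase detection reagent is then added and luminescence measured after 10 min at ambient temperature.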
FLuc modulator: qHTS profiling assay for firefly luciferase inhibitor/activator using purifed enzyme and Km concentrations of substrates (counterscreen for miR-21 project); Potency, µM (series often up to 57.5 µM), without a hit: at the top dose activity change, negative = inhibition, hits mostly inhibitors; AID 588342, 2011; 360,000 compounds, 6.9% hits; purified FLuc, Km substrates, luminescence inhibition; Luciferin 4-monooxygenase (Photinus pyralis), P08659;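 note: potency is the fitted concentration of half-maximal effect; plate controls were vehicle for no effect and reference inhibitor for full effect; nearly all actives have a fitted effect of over 55% in size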
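Biochemical qHTS of compounds, final roughly 60 µM downward over six points, against 10 nM purified firefly luciferase using Km concentrations of substrates (10 uM D-luciferin, 10 uM ATP) in Tris acetate pH 7.5 buffer; luminescence output.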
KCNH2 3.1 inh: qHTS for Inhibitors of KCHN2 3.1: Mutant qHTS; activity change, % (tested at about 1.8 µM); AID 720553, 2013; Potassium voltage-gated channel subfamily H member 2, brain isoform KCNH2 3.1 (human); U2OS KCNH2 3.1, thallium flux FluxOr; active compounds read low; 340,000 compounds, 0.95% hits;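 active = maximum activity change below -70%; inconclusive = maximum activity change from -70% to -50%; inactive = maximum activity change above -50%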;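 note: thallium influx rate constant from kinetic fluorescence after stimulation buffer; % is set by controls: 0 for no effect and ±100 for the full control effect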
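Thallium flux read-out: FluxOr dye with Red40 quencher in HBSS/HEPES, 45 min at RT. Rate constants from kinetic reads were normalized to positive and negative DMSO controls. Cells: U2OS virally expressing the 3.1 isoform.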
MBNL1-CUG inh: qHTS Assay for Inhibitors of MBNL1-poly(CUG) RNA binding | Muscleblind-like protein 1 (Homo sapiens), Q9NR56 | TR-FRET MBNL1-His/biotin-(CUG)12 binding, 665/545 ratio | Potency, µM (doses to about 57.5 µM), for the others: at the highest dose activity change, negative = inhibition, actives largely listed as inhibitors | 280,000 compounds, 0.036% hits; active = well fitted inhibition curve with a large enough effect in the signal ratio, with a control signal flat, not every such curve was filed as active; inconclusive = small, poorly fitted or top-dose-only effect, or effect the other way, or a change in a side signal; inactive = no such curve, though single readings can be large or run the other way; the % refers to the signal ratio; note: potency is the fitted concentration of half-maximal effect; % is set by controls: 0 for no effect and ±100 for the full control effect
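Compounds (final 92 nM to 58 uM) are added to His-tagged MBNL1 and biotin-(CUG)12, then terbium anti-His antibody and streptavidin-XL665 (5 nM final). After 60 min at room temperature, the 665/545 nm ratio is read.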
RORg inh: qHTS for inhibitors of ROR gamma transcriptional activity | 310,000 compounds, 5.4% hits | Nuclear receptor ROR-gamma (Mus musculus), P51450 | AID 2551, 2010 | Drosophila S2 Gal4-RORgamma UAS-luciferase reporter, 20 h | Potency, µM (titrated, usually from 53.6 µM), for the others: at the highest dose activity change, negative = inhibition, usual class: inhibitors; note: potency is the fitted concentration of half-maximal effect; % is set by controls: 0 for no effect and ±100 for the full control effect; nearly all actives have a fitted effect of over 60% in size
Target sequence (P51450 whole entry, looked up, the tested form may be a part): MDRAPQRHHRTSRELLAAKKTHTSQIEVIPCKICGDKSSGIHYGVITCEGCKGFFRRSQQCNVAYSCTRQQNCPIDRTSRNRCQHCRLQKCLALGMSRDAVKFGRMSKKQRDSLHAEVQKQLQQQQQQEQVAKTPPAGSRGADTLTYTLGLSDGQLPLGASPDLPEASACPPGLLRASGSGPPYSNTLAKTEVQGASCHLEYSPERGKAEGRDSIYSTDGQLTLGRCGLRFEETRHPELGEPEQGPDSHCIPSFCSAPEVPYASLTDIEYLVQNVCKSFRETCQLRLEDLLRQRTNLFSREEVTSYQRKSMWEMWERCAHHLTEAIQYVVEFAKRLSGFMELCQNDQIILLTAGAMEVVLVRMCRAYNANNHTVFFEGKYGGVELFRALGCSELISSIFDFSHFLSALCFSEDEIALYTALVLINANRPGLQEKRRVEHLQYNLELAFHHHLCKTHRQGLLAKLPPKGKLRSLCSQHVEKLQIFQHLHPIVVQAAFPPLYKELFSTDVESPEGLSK
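Stably transfected Drosophila Schneider cells are the test system, with ROR gamma fused to Gal4 and luciferase under UAS control; luminescence is read after 20 hr of 700 uM copper sulfate induction at ambient temperature.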
ELG1 repair inh: qHTS screen for small molecules that inhibit ELG1-dependent DNA repair in human embryonic kidney (HEK293T) cells expressing luciferase-tagged ELG1. HEK293T ELG1-luciferase reporter, luminescence, 16 h; DNA damage induced by 5-fluorouridine. Potency, µM (top dose mostly 46.1 µM), inactives show at the highest dose activity change, negative = inhibition, most hits filed as inhibitors. 330,000 compounds, 2.3% hits. AID 504467, 2011; note: potency is the fitted concentration of half-maximal effect; % is set by controls: 0 for no effect and ±100 for the full control effect; nearly all actives have a fitted effect of over 55% in size
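Luminescence from the luciferase reporter, measured 30 min after ONE-Glo reagent at room temperature, was the read-out. Beforehand, 2,000 cells per well were exposed for 16 hr at 37 °C to 5-fluorouridine together with compound or vehicle.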
* = called active by the depositor; ? = inconclusive; . = no result given; [ ] = dose if it differs, or a comment. Unless noted, calls come from the whole dose curve; as a rule, active = well fitted curve in the direction sought with a large enough effect; inconclusive = small, poorly fitted or top-dose-only effect, or another doubt; inactive = no such curve, though single readings can be large; an effect the other way counts as inactive or inconclusive. Not all compounds are listed, so the mix of outcomes need not match the whole.

SMILES | Gal4-VP16 FLuc | Mito fusion yeast | PKM2 activator | Menin MLL FP TR | Rab9 prom act | NPC1 promoter act | FLuc modulator | KCNH2 3.1 inh | MBNL1-CUG inh | RORg inh | ELG1 repair inh
COc1ccc(C2=NS(=O)(=O)N(C)C(C(=O)Nc3cc(C)ccc3O)=C2)cc1OC | -25.0% | -3.1% | -4.3% | ? | 2.1% | -1.0% | 5.7% | 3.1 | ? | ? | ?
CCOC(=O)C1(CCOc2ccccc2)CCN(Cc2cc(OC)c(O)c(OC)c2)CC1 | -0.1% | -4.3% | -0.2% | 1.3% | -2.5% | -4.3% | 3.5% | -77.0* | -5.9% | -36.6% | -25.1%
CCc1c(C)nc2c(OC)cccc2c1SCCC(=O)O | -5.6% | 3.5% | -15.6% | -15.9% | -4.7% | 2.5% | -0.5% | 5.9 | 11.4% | 16.5% | 12.6%
Cc1cc(Br)ccc1NC(=O)c1cnc(N2CCN(c3ccccn3)CC2)c2ccccc12 | -11.0% | -1.4% | -2.3% | -20.2% | -18.1% | -21.3% | 0.5% | -34.5 | 160.2%[activator] | 30.1% | 11.6µM*
COc1ccccc1/C=C/C=C1N=C(/C=C/c2ccc(Cl)cc2)OC/1=O | 3.7% | 1.4% | -0.8% | ? | -0.2% | -3.1% | 1.3% | -1.3 | . | 24.8% | 0.0%
Cc1ccc(C)c(C(C)NC(=O)c2ccc(Br)o2)c1 (stereo unspecified) | ? | -0.5% | -2.0% | ? | -6.1% | -4.9% | 4.4% | -5.9 | -5.9% | ? | -3.9%
Cn1cnc2c1c(=O)n(Cc1ccccc1C#N)c(=O)n2C | -8.7% | 0.7% | . | 3.0% | 0.2%[1.84 µM] | -0.2% | 0.8% | 0.5 | 3.3% | -22.0% | 0.0%
Cc1ccc(-c2nn(-c3ccccc3)cc2/C=N/NC(=O)c2ccc3c(c2)OCO3)cc1 | -6.4% | 0.6% | -0.1% | ? | 11.1% | 23.9% | 4.26µM* | -1.1 | -3.0% | ? | ?
CCOC1(OCC)N=C(N)C2(C#N)C(c3ccc(NC(C)=O)cc3)C12C#N (stereo unspecified) | 4.2% | 1.8% | -2.0% | -1.5% | 9.9% | -0.9% | 6.4% | 6.8 | ? | -9.0% | 4.0%
COc1ccccc1/C=C/C(=O)Nc1cccc(S(=O)(=O)NC2=NCCCCC2)c1 | -10.6% | 1.5% | -3.9% | -10.3% | 1.6% | -5.4% | 19µM* | 2.3 | 11.8% | ? | -10.7%
O=C(C1CCN(S(=O)(=O)c2ccccc2)CC1)N1CCC1 | . | -0.2% | . | . | -1.2% | -1.4% | -2.6% | 11.9 | . | . | ?
CC(C)(C)c1[nH]c2ccccc2c1/C=N/O | 0.7% | -1.9% | -17.8% | 10.9% | 0.7% | 2.9% | -17.6% | 1.2 | 9.0% | 25.6% | 1.8%
Cc1cccc(NC(=O)c2cc(=O)n(Cc3ccccc3)c(=O)[nH]2)c1 | -1.2% | -0.9% | -2.7% | 14.7% | 0.5% | -1.8% | -18.0% | 4.3 | . | 20.6% | 5.2%
O=C(Nc1ccc(C(=O)N2CCOCC2)cc1)c1ccccc1[N+](=O)[O-] | 0.5% | -0.3% | -8.5% | . | 3.4% | -1.6% | 3.3% | 3.6 | ? | 1.3% | ?
COc1ccccc1-c1nc(C#N)c(N2CCN(C(c3ccccc3)c3ccccc3)CC2)o1 | 6.3% | 3.6% | -3.5% | 16.7% | -1.0% | -3.8% | -1.5% | -0.6 | -7.2% | -3.9% | -0.2%
CN(C)CCN(Cc1ccccc1)c1nccc(N(C)C)c1C#N | -6.3% | -1.6% | 3.6% | -11.4% | -7.6% | -2.8% | 1.2% | -10.9 | -2.4% | 0.6% | 10.2%
CC(=O)N/C(=C/c1ccc(OS(=O)(=O)c2ccc(C)cc2)cc1)C(=O)NCCCO | 7.5% | -3.0% | 23.1% | . | -4.6% | -2.1% | 0.2% | -2.2 | 2.3% | -4.1% | 6.9%
O=C1Cc2ccccc2Sc2cc(OCCCN3CCCCC3)ccc21 | -7.6% | -3.2% | 7.5% | ? | -3.6% | -2.3% | 1.5% | -46.8 | 78.6%[activator] | 8.4% | -2.0%
Cc1ccccc1Nc1cc(C(=O)NCC2CCCO2)c2ccccc2n1 (stereo unspecified) | 3.7% | -13.0% | 0.6% | . | -4.4% | 2.2% | ? | 24.2 | -7.7% | 12.9% | 14.0%
Cc1ccccc1OCCC(=O)OCC(=O)Nc1cc(S(=O)(=O)N2CCOCC2)ccc1Cl | -7.3% | 11.6% | 5.0% | 18.6% | -3.0% | -2.2% | -7.3% | 5.1 | -5.6% | -9.4% | 9.2%
CCn1nc(NS(=O)(=O)c2ccccc2)c2cc3ccccc3nc21 | 11.1% | 4.1% | . | . | 0.1% | -2.3% | -1.7% | 2.2 | 21.2% | -7.2% | 2.7%
Nc1nonc1-n1nnc(C(=O)N/N=C/c2c(Cl)cccc2Cl)c1CN1CCOCC1 | ? | 5.2% | . | -2.7% | 0.9% | 5.0% | -1.0% | -0.9 | -3.6% | -20.8% | -3.0%
O=C(CSc1nnc(CNc2ccc(F)cc2)n1CC1CCCO1)Nc1ccccc1 (stereo unspecified) | -3.3% | -1.8% | 2.7% | 1.7% | -3.5% | -0.1% | 2.1% | -1.5 | -0.7% | 6.7% | -13.3%
COc1cccc(C(=O)NCc2ccc(N3CCN(C(=O)OC(C)(C)C)CC3)cc2)c1 | -2.6% | -2.9% | -2.8% | -19.6% | -0.6% | -2.5% | -1.7% | 2.6 | -16.4% | 28.9% | ?
N#Cc1ccc(-c2ccco2)nc1SCC(=O)c1ccc(Cl)cc1 | -11.3% | 3.3% | 2.9% | ? | -4.9% | -0.6% | -15.9% | -42.6 | 43.2%[activator] | 21.2% | 8.9%
Cc1ccccc1OCC(=O)Nc1ccc(S(=O)(=O)Nc2ccccn2)cc1 | 2.3% | 0.2% | 10.8% | -1.1% | -3.7% | -0.7% | 5.0% | -8.8 | -30.0% | 2.4% | -0.2%
CS(=O)(=O)N(CC(=O)N1CCN(Cc2ccc3c(c2)OCO3)CC1)Cc1ccc(Cl)cc1 | 10µM* | 2.1% | -5.8% | -0.5% | 0.3%[1.84 µM] | -2.2% | 6.8% | -0.1 | 1.3% | -20.0% | 11.6µM*
Cc1cc(C)n2nc(SCc3nnc(SCc4ccccc4Cl)s3)nc2n1 | -5.4% | 2.0% | -6.8% | ? | -3.8% | -2.5% | 16.9µM* | 11.9 | 2.1% | 13.3% | 15.0%
COc1ccc(-c2c(N)n[nH]c2C)cc1OC | 1.7% | -0.8% | -3.8% | -12.7% | -11.6% | -2.7% | -2.4% | 17.9 | 1.1% | -19.5% | 4.2%
Cc1cc(N2CCN(C(=O)c3ccco3)CC2)n2ncnc2n1 | -11.6% | -3.3% | -7.2% | 7.3% | 0.9% | -1.9% | -1.5% | 1.3 | 1.4% | -8.9% | 11.5%
Cc1csc(NC(=O)c2cc3c(s2)CCC3)n1 | 8.91µM* | -9.6% | -23.5% | ? | ? | 0.631µM* | 0.849µM* | 7.6 | -5.6% | 2µM* | ?
O=C(/C=C/c1cn(-c2ccccc2)nc1-c1ccc2c(c1)OCCO2)NCCO | ? | -2.1% | -7.5% | 0.2% | 1.0% | -8.6% | -3.3% | 0.8 | 25.7% | ? | ?
CCOc1ccc2oc(C(=O)N(CCOC)c3c(N)n(CC(C)C)c(=O)[nH]c3=O)c(C)c2c1 | . | -1.6% | . | . | -3.0% | -0.4% | 2.1% | 7.0 | . | . | 2.5%
CCC(=O)Nc1ccc(N2CCN(C(=O)c3ccco3)CC2)c(Cl)c1 | . | -1.5% | 6.8% | 8.8% | -3.9% | -2.8% | -1.5% | . | 0.3% | . | ?
O=C(Nc1ccn(Cc2ccccc2)n1)c1n[nH]c([N+](=O)[O-])c1Cl | 11.2µM* | 6.0% | -15.8% | ? | 0.355µM* | ? | 0.849µM* | -28.6 | -8.6% | 7.08µM* | ?
CN(C)C(=O)N1CCC(C(=O)NC2CCCCCCC2)CC1 | -2.1% | -0.9% | -5.8% | 1.7% | -4.0% | 2.7% | 1.2% | 5.7 | 1.0% | ? | 3.7%
